High-throughput results (PubChem BioAssay)
RTF Ca sens inh = cardiac RTF calcium desensitization; P19429+P45379; IANBD-labeled cardiac RTF, Ca2+ fluorescence; inhibition, % at 7.15 µM; actives 0.12% (n = 340,000);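 active = inhibition above the mean inhibition of all tested compounds plus 3 SD, cut at about 17% in these data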;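 also: assay run at fixed EC70 calcium of 1.6 mM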
PvdQ acylase = blocks Pseudomonas aeruginosa PvdQ acylase activity; purified PvdQ acylase, fluorescence plate reader; inhibition, % at 10 µM; actives 0.063% (n = 340,000); in the data active = inhibition above about 30%, passing the limit was not always enough;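 also: 0% = vehicle neutral wells and 100% = reference inhibitor wells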
Mot1-301 SUMO = SUMOylation pathway inhibition by Mot1-301 growth rescue | actives 1% (n = 320,000) | S. cerevisiae Mot1-301 growth rescue, ATP luminescence, 38.5C; percent above DMSO median, 100 means doubled | growth rescue, % at 18.8 µM;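 active = every valid replicate shows activation above 250% relative to neutral control wells; inactive = the rest, any valid replicate at or below 250%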;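 also: OY570 slx delta 5 strain wells were the positive control but not used for scaling; some compounds called inactive have numbers as strong as hits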
Rtt109 Vps75 = inhibitors of Candida albicans Rtt109/Vps75 histone acetyltransferase; Q5AAJ8; purified Rtt109/Vps75, ThioGlo CoA-SH fluorescence, 4 h; inhibition, % at 34.9 µM; actives 0.16% (n = 330,000); AID 540336;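 active = inhibition of at least 50% in every replicate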
Target sequence (Q5AAJ8 whole entry, looked up): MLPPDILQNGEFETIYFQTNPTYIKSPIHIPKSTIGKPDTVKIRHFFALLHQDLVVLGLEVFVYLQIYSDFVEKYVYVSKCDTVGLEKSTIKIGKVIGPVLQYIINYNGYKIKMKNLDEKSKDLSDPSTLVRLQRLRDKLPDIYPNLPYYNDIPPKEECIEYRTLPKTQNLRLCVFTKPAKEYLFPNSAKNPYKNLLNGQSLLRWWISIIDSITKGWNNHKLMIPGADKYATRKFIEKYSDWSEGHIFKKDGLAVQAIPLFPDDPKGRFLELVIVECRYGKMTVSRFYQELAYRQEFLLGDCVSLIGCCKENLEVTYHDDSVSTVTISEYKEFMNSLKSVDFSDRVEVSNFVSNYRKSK
PfHsp90 set2 = growth inhibition of yeast expressing Plasmodium Hsp90. S. cerevisiae expressing PfHsp90, BacTiter-Glo ATP, 48 h; yeast lacking PDR1 and PDR3 efflux regulators. inhibition, % at 9.4 µM. actives 0.32% (n = 310,000);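 active = every replicate shows inhibition above about 80%, whatever the replicate mean, limit read from the data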;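 also: 0% = DMSO neutral controls and 100% = 20 µM radicicol positive controls; yeast relying on Plasmodium falciparum Hsp90 in place of its own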
CDK5 p35 inh = blocks human CDK5/p35 kinase activity. actives 0.01% (n = 330,000). inhibition, % at 10 µM. Q00535+Q15078. Recombinant CDK5/p35, ADP-Glo luminescence, 60 min;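 active = highest replicate inhibition of at least 50% and at least 75% of replicates reaching 50%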;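 also: plate controls were DMSO neutral control for no effect and GW8510 at 10 µM for full effect; many of its hits are not listed in these tables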
Target sequence (Q00535 whole entry, looked up): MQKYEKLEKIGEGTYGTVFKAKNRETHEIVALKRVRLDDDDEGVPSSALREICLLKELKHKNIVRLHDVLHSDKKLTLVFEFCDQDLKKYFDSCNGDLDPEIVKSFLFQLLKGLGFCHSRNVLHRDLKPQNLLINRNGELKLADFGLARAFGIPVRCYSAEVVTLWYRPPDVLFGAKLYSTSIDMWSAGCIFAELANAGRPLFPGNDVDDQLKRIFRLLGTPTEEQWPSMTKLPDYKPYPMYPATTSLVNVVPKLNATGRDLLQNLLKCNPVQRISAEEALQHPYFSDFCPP
Target sequence (Q15078 whole entry, looked up): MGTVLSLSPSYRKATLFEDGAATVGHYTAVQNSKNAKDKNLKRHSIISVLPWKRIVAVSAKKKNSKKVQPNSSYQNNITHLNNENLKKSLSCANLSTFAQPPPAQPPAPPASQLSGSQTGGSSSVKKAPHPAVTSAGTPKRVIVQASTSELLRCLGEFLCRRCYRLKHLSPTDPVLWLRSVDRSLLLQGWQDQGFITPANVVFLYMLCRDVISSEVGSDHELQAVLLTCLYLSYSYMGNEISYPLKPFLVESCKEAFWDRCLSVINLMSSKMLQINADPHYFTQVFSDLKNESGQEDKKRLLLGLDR
RTF Ca sens act = increases calcium sensitivity of human cardiac regulated thin filaments. AID 493008. actives 0.24% (n = 340,000). P19429+P45379. IANBD-labeled TnC RTF fluorescence at EC20 calcium; 0% EC20 calcium, 100% full calcium. activation, % at 7.2 µM;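 active = activation above the mean over all tested compounds plus 3 SD, cut at about 30% in these data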;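 also: rise in fluorescence read as greater calcium sensitivity of cardiac thin filaments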
dFosB act = enhances mouse delta FosB homodimer DNA binding; activation, % at 25 µM; purified delta FosB, TAMRA-CDK5 oligo fluorescence polarization; percent of positive-control signal above neutral wells; actives 0.99% (n = 340,000); AID 493131;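 active = mean activation above about 17%, with every replicate also reaching it, limit read from the data, passing the limit was not always enough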;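 also: fluorescence polarization rise as delta FosB binds a TAMRA Cdk5 AP-1 oligo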
NSD2 inh = inhibitors of human histone methyltransferase NSD2 | O96028 | inhibition, % at 12.5 µM | NSD2 peptide methylation, AlphaScreen, 120 min | actives 0.54% (n = 310,000); in the data active = inhibition above about 50%
Keap1-Nrf2 PPI = Keap1-Nrf2 (human) interaction inhibition; Q14145; Keap1 Kelch-Nrf2 peptide fluorescence polarization, 1536-well; inhibition, % at 9.4 µM; actives 0.15% (n = 340,000); AID 504523; in the data active = inhibition above about 12%;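 also: human Keap1 Kelch domain with fluorescein labeled Nrf2 9mer peptide probe; 0% = neutral control wells and 100% = peptide positive control; higher means more block of Keap1 binding to Nrf2 peptide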
C-LANA FP = blocks KSHV LANA C-terminal domain binding to DNA | MBP-C-LANA/FAM-LBS DNA binding, fluorescence polarization | inhibition, % at 9 µM | actives 0.078% (n = 340,000);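 active = highest replicate inhibition at or above 60% at 9 µM, even if other replicates fall short; inactive = all replicates below 60% inhibition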;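 also: 0% = neutral control wells and 100% = 4 µM acridine orange control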
* marks the source's active call; other numbers are inactive results; / = no result given.

SMILES	RTF Ca sens inh	PvdQ acylase	Mot1-301 SUMO	Rtt109 Vps75	PfHsp90 set2	CDK5 p35 inh	RTF Ca sens act	dFosB act	NSD2 inh	Keap1-Nrf2 PPI	C-LANA FP
CCc1n[nH]c(=S)n1/N=C/c1cccc2ccccc12	-10	-19	-7	-6	-9	1.5	4	-3	2	0	-0.3
O=C(CCCn1nnc2ccccc2c1=O)N[C@@H](Cc1ccccc1)C(=O)O	-10	-7	133	7	-14	-2.7	-1	0	-2	0	-1.2
Nc1ccc(S(=O)(=O)NN=CC=Cc2ccccc2[N+](=O)[O-])cc1	0	-5	/	4	-13	-0.9	1	4	19	-3	1.7
O=C(Nc1cccc(NC(=O)c2ccco2)c1)c1ccc2c(c1)OCO2	-3	-6	-24	7	/	-1.1	-3	-21	2	-2	-0.4
COc1ccc(CC2(CO)CCN(S(=O)(=O)c3c(C)nn(C)c3Cl)CC2)cc1	1	-25	5	-3	-59	-3.3	9	-3	1	-6	-2.3
COCCN(C(=O)CSc1nnc(-c2ccccc2OC)o1)c1c(N)n(CC(C)C)c(=O)[nH]c1=O	-13	-12	10	/	20	2.2	0	3	-1	/	/
CCC1CCCCN1C(=O)Cn1c(C(=O)OC)cc2sc(Cl)cc21 (centres undefined)	2	-1	-41	-6	-2	0.3	-6	-7	29	1	3.6
Cc1ccc(CNC(=O)c2ccc(N3CCC4(CC3)CC(c3cccc(Br)c3)=NO4)c(NC(=O)c3ccc(Br)cc3)c2)cc1	0	-6	-20	1	-16	-0.4	8	9	/	-6	-2.3
CCOC(=O)C1=C(COC(=O)CCCOc2ccccc2)NC(=O)NC1C (centres undefined)	-3	-13	/	-3	7	-0.2	-5	0	4	2	0.1
O=C(Nc1ccccc1Cl)c1cc(S(=O)(=O)N2CCOCC2)cs1	-5	-9	107	-2	-7	-2.8	2	2	1	-7	-0.9
Cc1cccc(Oc2ccc(N)cc2)c1	-1	6	86	12	/	0.1	-3	-1	4	0	0.6
Cc1c(NC(=O)c2cc(-c3cccs3)nc3ccccc23)c(=O)n(-c2ccccc2)n1C	-9	0	-16	-4	7	0.8	-3	-8	0	-3	1.5
Cn1c(NCC2CCCO2)nc2c1c(=O)n(Cc1ccccc1)c(=O)n2C (centres undefined)	4	1	-26	5	5	0.2	2	-4	2	-1	1.6
O=C(CN1CCN(c2cccc(Cl)c2)CC1)Nc1ccc(S(=O)(=O)N2CCOCC2)cc1	-1	-11	0	7	8	-1.1	-6	-5	1	-2	-2.0
O=C(O)CN=C1NC2(CCCCC2)Cc2ccccc21	5	5	111	21	4	0.9	-4	-1	-2	-4	0.0
Cc1cc(C(=O)NCC(=O)OCC(=O)NCCc2ccccc2)ccc1[N+](=O)[O-]	-3	-2	-9	12	13	1.2	-1	-2	-2	-2	-2.0
CCc1ccccc1NS(=O)(=O)c1cc(C)ccc1OC	4	-6	-5	-14	1	-1.6	-4	-2	18	-2	1.5
COCCSc1nnc(NC(=O)CSCc2ccccc2)s1	-5	-4	-7	0	6	-1.3	-1	1	6	-1	3.0
CCOC(=O)N1CCN(C(=O)CNC(=O)Cn2cnc3ccccc3c2=O)CC1	3	-2	/	/	-4	-4.4	2	3	-3	-9	0.7
CN(C)c1nc(=Nc2cccc(Cl)c2)ss1	-13	-16	331*	0	-141	7.0	1	-5	0	-4	4.7
N#CCCN(C(=O)COC(=O)C1CCN(S(=O)(=O)c2cccs2)CC1)c1ccccc1	0	-4	6	-2	-18	-5.2	6	-4	-1	-8	-1.1
CCn1ncc(CNC(=O)C2(C)CC2(Br)Br)c1C (centres undefined)	2	-5	-7	5	-16	0.1	-1	3	-2	-1	2.5
CC(C)(O)C(=O)NNC(=S)Nc1cccc(C(F)(F)F)c1	-3	-6	-6	2	-20	-4.0	-1	0	-2	-1	-0.6
Cc1cc(NC(=O)CSc2nnc(-c3ccccc3)n2Cc2ccco2)no1	-11	-12	4	-6	13	0.9	-4	-4	4	-3	-1.9
CCOc1ccc(N2C(=O)Nc3ccc(Br)cc3C2(O)C(=O)NC(C)C)cc1 (centres undefined)	0	-21	6	2	1	-0.4	-1	-11	2	-1	-0.5

Continued.
SMILES	RTF Ca sens inh	PvdQ acylase	Mot1-301 SUMO	Rtt109 Vps75	PfHsp90 set2	CDK5 p35 inh	RTF Ca sens act	dFosB act	NSD2 inh	Keap1-Nrf2 PPI	C-LANA FP
Cc1nnc(-c2ccccc2)nc1N(C)C	8	-17	8	-20	-12	-1.6	-4	-6	-1	0	-1.1
COc1ccccc1NC(=S)N=Nc1c(O)[nH]c2ccc(Br)cc12	-2	-6	-8	-14	23	-0.3	5	-6	0	-4	-0.7
CC1=NN(c2nc(-c3ccccc3)cs2)C(=O)C1N=Nc1ccccc1 (centres undefined)	8	-13	-9	-1	-5	0.5	2	-5	0	2	-0.2
O=C(c1ccco1)N1CCN(C(=O)c2cc(-c3ccccn3)nc3ccc(Cl)cc23)CC1	-4	-3	-2	-11	-6	0.5	2	-8	25	-5	2.4
Cc1ccc(-n2nnc3c(=O)oc4ccccc4c32)cc1	7	-12	-11	3	-13	0.1	4	7	4	-1	-1.8
COc1cc(C(=O)Nc2nc3ccc(S(=O)(=O)N4CCOCC4)cc3s2)cc(OC)c1OC	-3	13	17	-7	-1	0.9	2	1	-1	-7	-1.8
O=C(COc1ncnc2ccccc12)Nc1ccc(Cl)c(S(=O)(=O)N2CCOCC2)c1	3	-9	384*	3	-3	-0.8	-1	-17	-3	-5	-1.3
COc1cccc(-c2nnc(NC(=O)Cc3cccs3)s2)c1	-16	-14	-2	-4	-2	0.6	-2	-5	-5	3	-1.3
CC(C)CCn1c(SCC(=O)OCn2nnc3ccccc3c2=O)nc2ccccc2c1=O	-4	-7	4	-4	16	-1.6	5	-13	-4	-1	-0.8
CCCCCC(=O)N/N=C(\C)c1ccc(N2CCCCC2)cc1	-21	-8	5	6	15	0.3	0	-14	1	-5	1.4
CC(C)OP(=O)(OC(C)C)C(Nc1ccc([N+](=O)[O-])cc1)c1cccc([N+](=O)[O-])c1 (centres undefined)	4	9	-4	24	-3	5.0	-4	-1	3	-1	1.1
CCOC(=O)C1=CN(Cc2cccc(Br)c2)S(=O)(=O)N(C)C1C (centres undefined)	-2	-3	/	-2	-5	-2.2	-8	-6	/	-3	-0.3
COc1ccc(-c2cc(C(=O)OCc3ccccn3)c3ccccc3n2)cc1	-6	1	-13	0	-7	-1.8	-1	-31	-5	2	1.9
CC(=O)NC1C(=O)N(CCc2ccccc2)c2ccc(Br)cc21 (centres undefined)	0	6	/	7	-21	0.4	1	-4	-3	-2	0.0
Cc1ccc2c(c1)c1c(n2CCc2ccc(C)nc2)CCN(C)C1	-1	6	1	10	4	2.3	1	-10	/	-1	2.7
O=C1C=CC(=O)N1	9	-2	-2	0	12	0.2	-2	2	/	1	-0.6
CN(C)S(=O)(=O)c1cccc(NC(=O)COC(=O)c2cccnc2Cl)c1	0	-13	-15	2	24	-1.1	0	-2	0	-3	1.3
CCCCCC(=O)Nc1cccc(C2=NOC3(C2)C[C@@H](C(N)=O)N(C(=O)c2ccc(OC)cc2)C3)c1 (some centres undefined)	-6	3	6	3	22	-1.1	-1	-9	/	-6	1.9
COc1ccc(Cn2c(C)c(C)c(C#N)c2NC(=O)Nc2ccc(F)cc2)cc1	-6	-12	507	-2	14	-0.4	8	0	-12	-6	3.8
Cc1ccc(-c2ccc(=O)n(CC(=O)NCC3COCCO3)n2)cc1 (centres undefined)	-21	-27	-8	0	-25	-1.4	1	2	/	-6	-0.7
CC(C)c1ccc(S(=O)(=O)N2CCN(C(=O)CN3C(=O)NC4(CCCC4)C3=O)CC2)cc1	-7	1	1	8	-9	-1.3	0	-12	0	4	-0.3
CCOc1cccc(-c2nnc3sc(C4CCCCC4)nn23)c1	-9	-11	-19	1	-20	0.2	-3	-22	/	-3	-2.4
Cc1cccc(C)c1NC(=O)CN(C)C(=O)c1ccc(-n2cncn2)c([N+](=O)[O-])c1	0	1	-10	16	/	-0.8	-4	0	0	-2	0.0
Cc1c(C2C(C#N)=C(N)N(c3ccccc3C#N)C3=C2C(=O)CCC3)cnn1C (centres undefined)	-8	12	-19	-4	-11	1.2	-5	-6	-7	-2	1.1
COC(=O)c1c(NC(=O)CC2SCC(C(=O)OC)NC2=O)sc2c1CCCC2 (centres undefined)	-5	-7	3	0	-18	0.8	-1	-20	3	-6	-0.9

(more compounds)
SMILES	RTF Ca sens inh	PvdQ acylase	Mot1-301 SUMO	Rtt109 Vps75	PfHsp90 set2	CDK5 p35 inh	RTF Ca sens act	dFosB act	NSD2 inh	Keap1-Nrf2 PPI	C-LANA FP
COc1ccc(NC(=O)CCNS(=O)(=O)c2ccc(Br)s2)cc1	-2	-7	-7	-4	8	-1.0	-4	-9	-2	3	1.0
Cc1ccc(C)n1NC(=O)c1ccccc1[N+](=O)[O-]	8	-11	4	-23	10	2.0	4	-7	2	2	-0.7
Cn1c(N)c(C(=O)COC(=O)C2CCCCC2)c(=O)n(C)c1=O	-11	2	-2	-6	-13	-1.5	0	1	3	2	-0.4
COc1ccc(S(=O)(=O)N/N=C(/C)c2ccncc2)cc1	6	4	89	7	10	2.1	-5	-6	-3	2	-1.1
COc1cc(/C=c2\sc3nc(=O)c(-c4ccccc4)nn3c2=O)ccc1OCCC(C)C	-5	-14	-11	-5	0	-1.0	-5	1	1	-4	0.0
COc1ccc(OC)c(-c2nc3c(C)n[nH]c(=O)c3[nH]2)c1	-10	-7	-2	-16	0	-0.8	0	2	-4	-3	0.5
C#CCSc1nnc(-c2ccc(C)cc2)o1	-1	4	-11	6	-14	0.8	-6	-8	34	1	-0.3
CCOc1cccc2cc(C(=O)Nc3nccs3)c(=O)oc12	1	4	-18	-15	/	0.2	3	-1	-2	3	0.8
CCOC(=O)c1cc(C)n(-c2ccccc2)c1C	-3	0	-9	-12	-3	-0.2	7	7	2	5	-1.1
Cc1ccc(NC(=O)Nn2cnnc2)c(C)c1	-2	8	-3	15	-8	1.8	1	-14	-6	9	-0.2
Cc1ccn2c(C(=O)NN=C3CCN(C)CC3)c(C)nc2c1	-1	-10	246	0	-33	-0.4	-4	-7	44	-2	0.2
CCOC(=O)c1ccc(Nc2ncnc3nc[nH]c23)cc1	-9	-11	-17	5	39	-0.1	-2	-5	/	-2	-0.3

Part of the list above, in markdown.
| molecule | RTF Ca sens inh | PvdQ acylase | Mot1-301 SUMO | Rtt109 Vps75 | PfHsp90 set2 | CDK5 p35 inh | RTF Ca sens act | dFosB act | NSD2 inh | Keap1-Nrf2 PPI | C-LANA FP |
| --- | --- | --- | --- | --- | --- | --- | --- | --- | --- | --- | --- |
| Nc1ccc(S(=O)(=O)NN=CC=Cc2ccccc2[N+](=O)[O-])cc1 | 0 | -5 | / | 4 | -13 | -0.9 | 1 | 4 | 19 | -3 | 1.7 |
| O=C(Nc1cccc(NC(=O)c2ccco2)c1)c1ccc2c(c1)OCO2 | -3 | -6 | -24 | 7 | / | -1.1 | -3 | -21 | 2 | -2 | -0.4 |

Hits appear at their usual frequency; 3.2% or so of the library scored in one or more.
